# High-throughput results (PubChem)
# FBA Mtb inh = inhibits M. tuberculosis FBA enzyme; inhibition, % at 1 µM; P9WQA3; hit rate 2.3% among 360,000; purified M. tuberculosis FBA, fluorescence read-out; AID 588726; in the data active = inhibition above about 27%;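 note: 0% = vehicle and 100% = reference inhibitor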
# Target sequence (P9WQA3 whole entry, looked up): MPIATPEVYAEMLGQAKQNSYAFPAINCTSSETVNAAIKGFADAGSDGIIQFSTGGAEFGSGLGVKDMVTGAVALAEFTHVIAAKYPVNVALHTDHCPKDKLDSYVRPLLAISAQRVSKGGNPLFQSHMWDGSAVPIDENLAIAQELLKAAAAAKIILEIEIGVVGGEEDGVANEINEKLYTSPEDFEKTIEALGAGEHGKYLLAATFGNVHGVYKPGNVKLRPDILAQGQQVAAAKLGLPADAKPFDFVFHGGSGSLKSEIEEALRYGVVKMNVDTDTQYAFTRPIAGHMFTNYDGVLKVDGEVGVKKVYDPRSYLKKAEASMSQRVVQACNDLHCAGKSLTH
# Mtb BioA inh = inhibitors of Mycobacterium tuberculosis BioA enzyme; AID 602481; hit rate 0.096% among 360,000; purified M. tuberculosis BioA enzyme, plate reader; inhibition, % at 9.99 µM; in the data active = inhibition above about 40%
# FadD28 FP inh = blocks FadD28 binding to the bisubstrate probe; fluorescence polarization; inhibition, % at 12.5 µM; hit rate 0.22% among 360,000; in the data active = inhibition above about 8.5%, passing the limit was not always enough
# BoNT-F LC inh = blocks Botulinum neurotoxin F light chain protease; AID 588497; Multiplex microsphere protease cleavage assay, flow cytometry; hit rate 0.22% among 360,000; inhibition, % at 10 µM; in the data active = inhibition above about 35%, passing the limit was not always enough; note: plate controls were buffer without enzyme for full effect and enzyme alone for no effect
# Mtb UGM inh = Mtb UDP-galactopyranose mutase inhibition | hit rate 0.06% among 320,000 | AID 504406 | inhibition, % at 10 µM | purified UGM, fluorescence polarization probe displacement; in the data active = inhibition above about 10%, passing the limit was not always enough
# Target sequence (P9WIQ1 whole entry, looked up): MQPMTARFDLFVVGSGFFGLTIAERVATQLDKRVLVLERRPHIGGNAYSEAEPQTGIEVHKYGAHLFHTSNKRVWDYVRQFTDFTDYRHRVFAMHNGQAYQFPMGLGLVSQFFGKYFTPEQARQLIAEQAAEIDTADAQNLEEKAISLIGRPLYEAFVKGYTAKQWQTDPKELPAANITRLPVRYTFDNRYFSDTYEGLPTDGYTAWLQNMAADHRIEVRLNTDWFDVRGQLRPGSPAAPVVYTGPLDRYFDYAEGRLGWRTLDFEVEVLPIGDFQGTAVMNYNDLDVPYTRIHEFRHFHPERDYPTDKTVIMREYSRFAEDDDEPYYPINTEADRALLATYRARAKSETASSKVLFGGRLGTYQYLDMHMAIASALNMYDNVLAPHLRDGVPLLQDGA
# PrPC surface inh = reduces human prion protein on the cell surface. P04156. cell surface PrPC, TR-FRET read-out. inhibition, % at 13.8 µM. hit rate 0.43% among 370,000. AID 720596; in the data active = inhibition above about 24%; note: 0% = median of the test wells and 100% = reference compound wells
# CCHFV vOTU inh = CCHFV vOTU protease inhibition; inhibition, % at 11.5 µM; AID 651958; hit rate 0.55% among 370,000; Pep-AMC fluorescence; note: 0% = vehicle wells with enzyme and 100% = no enzyme wells
# GDH-TPI inh = GDH-TPI coupled enzyme inhibition counter-screen; AID 588335; GDH-TPI coupled enzyme counterscreen, NADH absorbance; hit rate 1.2% among 360,000; inhibition, % at 4.8 µM;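 note: 0% = DMSO wells and 100% = wells lacking the enzyme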
# BoNT-A LC inh2 = inhibitors of Botulinum neurotoxin A light chain protease; multiplex microsphere protease substrate cleavage, flow cytometry; inhibition, % at 10 µM; hit rate 0.17% among 360,000; AID 588499; in the data active = inhibition above about 30%; note: plate controls were buffer without enzyme for full effect and enzyme alone for no effect
# The depositor's hits bear a star; x = no result given. Cut-off read from the data, not from the text of the source, unless noted: active = inhibition above about 30%; inactive = the rest. Rows were taken by chance; overall some 4.8% were active at least once.
SMILES,FBA Mtb inh,Mtb BioA inh,FadD28 FP inh,BoNT-F LC inh,Mtb UGM inh,PrPC surface inh,CCHFV vOTU inh,GDH-TPI inh,BoNT-A LC inh2
O=c1[nH]cc(S(=O)(=O)N2CCOCC2)c(=O)[nH]1,1.1,-3.1,0.8,5.6,-0.2,-2.1,-5.2,5.7,2.5
O=C(CSc1nnc(-c2ccccc2F)n1C1CCCCC1)N1CCCC1,-2.4,3.2,-1.1,1.2,-1.7,-1.9,-6.8,12.0,-0.4
O=C(c1cn(-c2ccccc2)nc1-c1cccnc1)N1CCCC(C(F)(F)F)C1 (configuration not stated),7.7,0.3,1.5,-14.9,-0.5,2.3,-0.7,3.1,-2.2
COc1ccc(Cn2c(=O)[nH]c3cc(C(=O)NCCCN4CCCCC4)ccc3c2=O)cc1,0.0,-0.8,-8.9,-2.3,2.1,-8.7,12.9,-2.1,-0.4
COc1ccc(-c2nn(-c3ccccc3)cc2C(=O)Nc2cccc(S(=O)(=O)NC3=NCCC3)c2)cc1,1.6,-1.7,-0.2,-3.9,0.1,-2.0,12.8,-5.7,0.1
COc1ccc(NC(=O)NCCCN2CCN(c3ccccc3F)CC2)cc1,2.7,0.5,-2.8,2.5,3.5,-8.3,-5.7,-7.5,-1.3
NC(=O)N/N=C/c1ccc2cccc(OCc3ccccc3)c2n1,57.2*,-0.4,-3.1,19.1,-0.3,-4.5,-55.9,14.1,-2.3
COc1cc2c(cc1OC)CN(S(=O)(=O)/C=C/c1ccccc1)CC2,1.4,0.3,-2.5,39.9*,2.4,-4.3,-10.5,-3.0,-0.3
C/C(=N\NC(N)=S)C1C2C3CC4C5CC(C42)C1C53 (configuration not stated),-0.3,-0.2,0.0,-6.8,1.3,1.2,5.8,10.6,-0.6
COc1ccc2nc3n(c(=O)c2c1)-c1cc2ccccc2cc1C(=O)NC3Cc1ccccc1 (configuration not stated),1.6,-0.2,-4.8,3.1,x,5.0,6.4,8.1,-0.4
Cc1cccc(C(C)C)c1NC(=O)COC(=O)Cc1ccsc1,-3.6,-3.1,0.9,-0.8,0.2,-5.6,8.4,0.7,-0.8
Cc1cccc2cc(CN(Cc3nnnn3Cc3ccccc3)C3CCCC3)c(=O)[nH]c12,7.7,-0.7,-4.3,0.9,1.8,6.1,3.7,6.4,2.2
CCOC(=O)N1CCN(CC(O)COc2ccc(C)c(C)c2)CC1 (configuration not stated),0.1,0.1,x,-3.9,-1.3,-7.0,-1.1,-5.5,-1.0
COCCCNC(=S)N/N=C/c1ccc2ccccc2c1,2.9,x,-3.0,-2.8,-2.6,-2.2,8.7,16.9,1.1
CSc1nnc(-c2cc3c(-c4ccccc4)nn(C)c3s2)n1C,11.8,39.3,-0.9,-12.0,-2.5,-7.8,8.0,3.4,0.0
Cc1cc(C)c(C(=O)COC(=O)[C@H](C)Nc2ccc(C(F)(F)F)cc2[N+](=O)[O-])c(C)c1,-1.6,-1.4,-0.6,1.5,-1.4,1.7,-4.3,6.1,0.9
Cc1nc(NC(=O)CCl)sc1C(=O)N(C)C,-0.1,x,-2.8,-1.0,-1.0,-3.5,-7.1,-7.2,-0.7
O=C(O)c1ccc(C2Nc3ccccc3C(=O)N2Cc2ccccc2)cc1 (configuration not stated),76.5*,0.5,-1.7,-1.0,-3.0,3.0,-72.8,0.4,0.3
CCOC(=O)[C@@H](NC(=O)/C=C/[C@H]1O[C@@H](n2ccc(=O)[nH]c2=O)[C@H](O)[C@@H]1O)C(C)C,-2.3,0.8,0.7,4.2,x,3.7,-9.4,x,0.1
CCc1ccccc1Oc1ccc(S(=O)(=O)N2CCN(C)CC2)cn1,2.9,1.4,-0.7,x,1.0,-0.9,-0.4,10.9,x
Cn1c(Oc2ccc(F)cc2)c(C=O)c2ccccc21,6.7,x,-1.8,5.8,1.8,7.8,-0.7,-3.7,-0.8
Cc1cccc(NC(=S)N(CCc2nc3cc(C)c(C)cc3[nH]2)Cc2cccnc2)c1,0.4,x,-2.0,-7.8,3.0,2.2,8.2,-4.5,0.3
Cc1ccccc1-c1nc(CN2CCC(C(=O)NC3CCN(Cc4ccccc4)CC3)CC2)c(C)o1,-0.3,-0.6,x,-2.6,-5.2,-10.3,17.9,-1.4,-0.4
O=C(O)CCCn1cc(NC(=O)c2cccc(F)c2)cn1,-2.0,x,1.1,1.6,-1.6,5.6,-10.1,4.9,-0.7
COc1cc(OC)c2nc(C)c3c(c2c1)N(c1ccc(O)cc1)CC3,-13.7,0.5,-3.4,-0.2,4.4,-5.7,9.2,2.7,0.0
CC1CCCCN1C(=O)CN1C(=O)CN(C)C(=O)c2ccccc21 (configuration not stated),7.0,-0.4,1.3,7.0,-2.1,-4.0,1.3,-1.9,0.7
CC(=O)NC(=O)Nc1sc(=S)n(C)c1C,-7.6,-4.3,-0.9,-23.3,-2.2,-5.7,6.8,23.5,-1.2
NC(=O)c1ccccc1NC(=O)C(c1ccccc1)c1ccccc1,6.4,x,-2.5,-9.6,-1.2,-9.6,-6.2,2.2,-0.5
CC(C)c1nc(C(=O)N2CCc3c([nH]c4ccccc34)C2c2ccccn2)cs1 (configuration not stated),3.3,x,-2.1,-2.9,2.3,-7.4,6.3,6.9,-1.4
Cc1cc2ccccc2n1CCNC(=O)C1CCCCC1,1.5,-1.8,0.7,-27.1,2.1,36.2*,3.4,6.7,96.1*
O=C(COc1ccc(F)cc1)Nc1nc(-c2cccnc2)cs1,0.8,2.9,-0.5,-5.8,x,4.0,-9.7,8.0,0.7
CN(C(=O)COC(=O)c1ccccc1C(=O)c1ccccc1)c1ccccc1,3.2,0.3,-2.2,-5.6,-1.6,3.4,-2.5,4.6,-0.9
CCCCNC(=O)c1cc2n(n1)C(C(F)(F)F)CC(c1ccccc1)N2 (configuration not stated),1.8,0.5,-3.8,-0.4,-0.1,-5.1,0.5,-4.7,0.0
O=C1CCC(C(=O)N(CCO)Cc2ccccc2)CN1CC1CCCCC1 (configuration not stated),1.5,0.3,-3.5,3.3,0.2,1.4,1.3,-3.7,1.5
CCOc1ccc(OCC(=O)OCc2csc(CC(=O)Nc3ccccc3C)n2)cc1,-1.1,x,-3.4,-1.0,-2.3,-0.8,0.4,-1.4,0.3
CCOC(=O)N1CCC(NC(=O)c2cc(C(=O)NCC(OC)OC)ccc2CO)CC1,0.5,-1.8,-2.1,-5.5,1.7,-1.7,-0.5,-6.5,0.1
Cc1cccc(C)c1NC(=O)COC(=O)c1cc(=O)[nH]c2ccccc12,2.8,-1.9,-1.1,6.2,-0.3,-5.8,-1.5,2.1,4.8
Cc1ccc(-c2cc(-c3ccccc3)[nH]c(=S)c2C#N)cc1,1.2,-2.2,-1.8,-7.2,-0.1,7.7,0.2,-0.9,0.5
C=CCN1C(=O)CSc2ccc(C(=O)OCC)cc21,-1.4,x,-1.7,1.5,1.7,-3.8,-9.9,2.4,-0.2
O=S(=O)(NNC(=S)Nc1ccc(S(=O)(=O)Nc2ncccn2)cc1)c1ccc(Br)cc1,0.3,0.8,-1.7,-4.0,1.5,3.1,-2.5,6.5,-3.7
CC1(C)NC(=O)N(CCOCCOc2ccc3ccccc3c2Br)C1=O,-1.6,0.9,-2.0,-9.5,-0.9,-24.7,-2.4,-5.1,-6.4
Cc1c(C)c2cc(Cl)c(OC(C)C(=O)NCCN3CCOCC3)cc2oc1=O (configuration not stated),19.8,2.0,-0.9,3.9,1.2,0.9,-8.0,0.0,-0.9
O=C(NCc1ccccc1)C1c2ccccc2OCC(=O)N1Cc1ccc2c(c1)OCO2 (configuration not stated),x,x,x,6.0,x,3.6,12.3,x,0.1
CCOC(=O)N1CCN(c2c(NCCCN(CC)CC)c(=O)c2=O)CC1,-1.4,-3.2,-4.4,-11.4,2.8,2.6,-14.2,4.7,-1.1
COc1cc([N+](=O)[O-])ccc1NC(=O)CSc1nncn1-c1cccnc1,0.3,x,1.2,-15.0,-3.2,-5.5,6.4,12.6,-3.2
Cc1ccc(-n2cc(C(=O)c3cc(Cl)ccc3O)cc(C#N)c2=O)cc1,-5.1,1.4,-4.0,-4.2,-0.1,-9.4,7.8,8.1,0.1
Cc1ccc(/C=C2/SC(=O)NC2=S)o1,-1.6,-1.7,15.7*,-6.3,x,x,x,10.7,0.1
c1cnc2ccc(C(c3nnnn3C3CCCCC3)N3CCN(C4CCCCC4)CC3)cc2c1 (configuration not stated),-5.1,-2.2,-0.2,-3.7,-2.4,12.2,-4.9,-1.2,-0.7
Cc1ccc2nc(-c3ccccc3)c(Cc3cccc(Cl)c3)n2c1,8.6,-1.1,-3.8,-7.7,x,-1.7,7.1,x,-0.6
Cc1ccccc1-c1noc(-c2ccccc2C(=O)NCC2CCCO2)n1 (configuration not stated),4.7,x,-0.9,-6.8,2.4,0.3,-4.2,-3.7,0.8
COC(=O)c1oc2ccc(Br)cc2c1NC(=O)CCN1CCOCC1,-0.4,x,0.7,-7.6,-1.6,2.9,-4.1,8.7,2.6
CC(C)(C)NC(=O)C[n+]1ccc(C(N)=O)cc1,-1.5,3.3,-0.5,-9.1,5.5,-4.8,7.2,-0.3,-0.6
COCCn1c(SCC(=O)N2CCN(c3ccccc3)CC2)nc2c(c1=O)SC(C)C2 (configuration not stated),2.6,2.9,1.4,0.4,0.0,-5.5,4.5,15.9,-0.1
Cc1ccc(CN2C(=O)CCC2(C)C(=O)NCc2cccnc2)cc1 (configuration not stated),-2.0,1.5,-3.1,-2.8,-2.8,-4.5,-8.4,-5.2,-0.4
Cc1cc2occ(CC(=O)N(C)CC(=O)Nc3c(C)cccc3C)c2cc1C,2.9,-0.8,-2.2,2.1,-2.7,13.2,-7.6,1.4,6.7
COc1ccc(Cl)cc1S(=O)(=O)NC(C)C(=O)NCc1cccnc1 (configuration not stated),-2.2,-4.4,-2.4,7.9,2.5,-5.8,4.7,-13.4,0.7
CCOC1=C2[C@@H](CN(S(=O)(=O)c3ccc(C)cc3)[C@H]2c2ccccc2F)[C@H]2C(=O)N(Cc3ccccc3)C(=O)[C@H]2C1,-1.0,-3.7,0.4,-3.5,x,5.7,-4.5,x,-0.2
COc1ccc(OCc2nc3ccccc3[nH]2)cc1,2.8,1.7,-1.5,10.0,-0.3,8.3,-8.6,5.8,-0.3
CCOC(=O)Cc1cc(=O)n2[nH]c(C)c(-c3ccccc3)c2n1,38.9*,1.1,-1.1,-7.5,-1.3,9.0,2.8,12.2,0.4
Cc1ccc(C(=O)Cn2c(C(=O)OCCO)cc3ccccc32)cc1,0.7,-1.2,-2.6,1.3,-1.0,7.5,17.5,-3.5,-3.8
# The listing continues:
SMILES,FBA Mtb inh,Mtb BioA inh,FadD28 FP inh,BoNT-F LC inh,Mtb UGM inh,PrPC surface inh,CCHFV vOTU inh,GDH-TPI inh,BoNT-A LC inh2
COc1ccc(CC(=O)c2cc(OC)c(OC)cc2CC(=O)O)cc1OC,0.4,-1.5,-2.3,-0.8,-2.3,-5.4,0.5,9.7,0.3
O=c1cc2c(nn1Cc1ccc(Cl)cc1)-c1ccccc1CC2,0.2,1.9,-0.9,11.5,0.1,7.2,33.3*,5.8,9.6
Cc1ccccc1NC(=O)c1cc2ccccc2o1,1.6,-0.6,-0.4,x,-0.5,-3.2,-7.5,3.4,x
Oc1ccc(CN2CCN(c3ccccc3)CC2)c2cccnc12,0.7,-0.8,0.3,-12.9,-3.4,x,x,13.7,-1.4
Cc1ccc(S(=O)(=O)N2CCCCC2CCNC(=O)C(=O)NCC2CCCO2)cc1 (configuration not stated),-0.6,-0.9,-3.7,-11.2,-0.2,-3.2,-8.4,5.8,0.0

# One compound at a time, from the list above:
# Profile of Cc1cccc2cc(CN(Cc3nnnn3Cc3ccccc3)C3CCCC3)c(=O)[nH]c12 = FBA Mtb inh = 7.7; Mtb BioA inh = -0.7; FadD28 FP inh = -4.3; BoNT-F LC inh = 0.9; Mtb UGM inh = 1.8; PrPC surface inh = 6.1; CCHFV vOTU inh = 3.7; GDH-TPI inh = 6.4; BoNT-A LC inh2 = 2.2
# Profile of Cc1cccc(C(C)C)c1NC(=O)COC(=O)Cc1ccsc1 = FBA Mtb inh = -3.6; Mtb BioA inh = -3.1; FadD28 FP inh = 0.9; BoNT-F LC inh = -0.8; Mtb UGM inh = 0.2; PrPC surface inh = -5.6; CCHFV vOTU inh = 8.4; GDH-TPI inh = 0.7; BoNT-A LC inh2 = -0.8
# Profile of COc1cc2c(cc1OC)CN(S(=O)(=O)/C=C/c1ccccc1)CC2 = FBA Mtb inh = 1.4; Mtb BioA inh = 0.3; FadD28 FP inh = -2.5; BoNT-F LC inh = 39.9*; Mtb UGM inh = 2.4; PrPC surface inh = -4.3; CCHFV vOTU inh = -10.5; GDH-TPI inh = -3.0; BoNT-A LC inh2 = -0.3
